STAT1 activator – activators of IFN-gamma induced STAT1 signaling. NIH 3T3 STAT1-luciferase reporter, luminescence; 100% = IFN-gamma alone, no compound. activation (% of control), % at 5.5 µM. 200,000 compounds, 2.6% hits. AID 932;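 active = activation above the screen-wide mean activation plus 3 SD, cut at about 130% in these data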;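 also: raw ratio to IFN-gamma control signal so 100% means no change and 0% no light; values of inactives mirror those of a sister screen read the other way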
Diaph act CS – diaphorase activation or chemical reduction counter-screen. activation factor at 20 µM. 190,000 compounds, 0.005% hits. Diaphorase/resazurin coupled assay, resorufin fluorescence, 16 min; active compounds read high; 1 = vehicle wells, 0 = NADH-free wells. AID 1229;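 active = diaphorase activity raised at least twofold by the compound at 20 µM; inactive = activation factor below 2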
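Test system: Clostridium kluyveri diaphorase, purified enzyme. Buffer or medium: 50 mM HEPES pH 7.4 buffer plus MgCl2 and Tween 20. Also added: 0.114 mM NADH and 0.1 mM resazurin, final amounts. Dosing: compound 20 µM once, DMSO 1%. Schedule: 16 min enzyme reaction, ambient temperature. Detection: fluorescence of resorufin, 544 nm excitation, 590 nm emission.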
NF-kB expr up – NF-kB expression increase, human neuronal cells | AID 1239 | NF-kB reporter expression; active compounds read high | 190,000 compounds, 1.6% hits | fold change at 12.5 µM; in the data active = fold change above about 3.3
FLuc stim CS – firefly luciferase counter-screen for stimulation assays. ATPlite luciferase biochemical, luminescence, 10 min; 0 = ATP-free wells, 1 = DMSO control. activation factor at 10 µM. 200,000 tested, under 10 active;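 active = luciferase activation factor, scaled between plate controls, of at least 2 with compound at 10 µM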
Target sequence (P08659 whole entry, looked up): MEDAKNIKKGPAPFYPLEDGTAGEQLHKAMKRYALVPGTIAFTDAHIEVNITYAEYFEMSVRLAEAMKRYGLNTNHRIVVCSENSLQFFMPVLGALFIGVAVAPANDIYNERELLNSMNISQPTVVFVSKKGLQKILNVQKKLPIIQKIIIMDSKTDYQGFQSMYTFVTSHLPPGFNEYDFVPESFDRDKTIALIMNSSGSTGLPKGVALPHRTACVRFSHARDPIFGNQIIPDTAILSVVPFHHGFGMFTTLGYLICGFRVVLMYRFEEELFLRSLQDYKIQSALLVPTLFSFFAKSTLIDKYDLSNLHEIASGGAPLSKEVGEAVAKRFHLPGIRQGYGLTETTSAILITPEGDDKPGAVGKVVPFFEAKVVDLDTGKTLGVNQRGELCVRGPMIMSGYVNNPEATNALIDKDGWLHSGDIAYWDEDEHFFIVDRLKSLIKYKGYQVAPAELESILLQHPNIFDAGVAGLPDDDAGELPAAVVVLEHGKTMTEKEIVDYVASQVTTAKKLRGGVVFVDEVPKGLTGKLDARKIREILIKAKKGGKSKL
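System: Luciferase/luciferin detection reagent, cell-free biochemical luciferase assay | Medium: PBS buffer for ATP | Dosing: Test compounds dosed from 2 mM stocks in 100% DMSO | Timing: 10 min at ambient temperature | Signal: Luminescence measurement of luciferase light output | Evaluation: Luciferase activation, seen as luminescence increase over controls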
G6PDH CS – counter-screen for G6PDH assay hits: L. mesenteroides G6PDH inhibition | Purified L. mesenteroides G6PDH, diaphorase/resazurin coupled fluorescence, 45 min | inhibition, % at 5 µM | 200,000 compounds, 0.12% hits | AID 1020; in the data active = inhibition above about 50%
Diaph inh CS – counter-screen for diaphorase-based assays: diaphorase inhibitors and chemical oxidizers | inhibition, % at 20 µM | 190,000 compounds, 0.69% hits | diaphorase resazurin-to-resorufin fluorescence, NADH, 16 min; bacterial (C. kluyveri) enzyme, not human;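 active = primary screen inhibition at 20 µM above a set limit, cut at about 50% in these data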;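 also: plate controls were DMSO with full reaction for no effect and wells lacking NADH for full effect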
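Test system: bacterial diaphorase enzyme (C. kluyveri); Quantity: 0.14 U/mL diaphorase, enzyme working solution; Times: reaction incubation of 16 min at room temperature; Measured by: fluorescence of resorufin formed from resazurin, Ex 544/Em 590 nm; Benchmarks: positive control minus NADH, DMSO neutral control.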
APP 5'UTR act – activates APP 5'UTR luciferase reporter. 190,000 compounds, 1% hits. activation, % at 2 µM. SH-SY5Y APP 5'UTR luciferase reporter, luminescence; zero percent = DMSO vehicle wells;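 active = activation above a set limit, based on mean plus 3 SD of controls, cut at about 140% in these data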; also: values of inactives mirror those of a sister screen read the other way
APP 5UTR inh – APP translation inhibition | SH-SY5Y APP 5'UTR-luciferase reporter, luminescence | inhibition, % at 2 µM | 190,000 compounds, 0.82% hits | AID 1285;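 active = inhibition above a set limit, derived from the sample mean plus 3 SD, cut at about 45% in these data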; also: values of inactives mirror those of a sister screen read the other way
TLR4-MyD88 BLA – TLR4-MyD88 interaction inhibition in cells; HeLa CL3-4 TLR4/MyD88 BLA complementation, FRET ratio; inhibition, % at 8.4 µM; 200,000 compounds, 0.18% hits; AID 861; in the data active = inhibition above about 25%;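 also: 0% = vehicle and 100% = reference inhibitor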
FLuc inh counter – inhibits firefly luciferase, flagging false hits in luciferase inhibition screens; AID 1006; 200,000 compounds, 1.5% hits; inhibition, % at 10 µM; ATPLite firefly luciferase biochemical luminescence, 10 min; P08659;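 active = inhibition above about 50% when tested at 10 µM, limit read from the data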
Active calls of the source: *; . = no result given.

Value order – Diaph act CS | FLuc inh counter | APP 5UTR inh | TLR4-MyD88 BLA | STAT1 activator | FLuc stim CS | G6PDH CS | NF-kB expr up | APP 5'UTR act | Diaph inh CS
- COc1ccccc1CNc1ccc([N+](=O)[O-])cc1C
    0.6 | -4 | 12 | -10 | 90 | 1 | 14 | 0.95 | -12 | 41
- COc1ccc(S(=O)(=O)Cc2ccc(C(=O)NCCc3cc(OC)ccc3OC)o2)cc1
    1.1 | 0 | -26 | 0 | 91 | 1 | 0 | 0.82 | 26 | -6
- O=C(COc1ccccc1[N+](=O)[O-])N(Cc1ccccc1)c1ccccn1
    0.9 | -4 | 6 | 10 | 103 | 1 | -1 | 1 | -6 | 5
- CC(C)CN(CC(C)C)S(=O)(=O)c1cc([N+](=O)[O-])ccc1N1CCCCCC1
    0.9 | -6 | -15 | -4 | 95 | 1.1 | 3 | 0.94 | 15 | 12
- S=C(Nc1ccc2c(c1)OCCO2)Nc1ccc2c(c1)OCO2
    0.8 | 19 | -28 | 2 | 127 | 0.8 | 6 | 2 | 28 | 20
- CC(=O)OCc1c(F)c(F)c(-n2nc(C)cc2C)c(F)c1F
    0.9 | -5 | -4 | -9 | 99 | 1.1 | 4 | 0.93 | 4 | 7
- O=C(CS(=O)(=O)c1cn(Cc2ccccc2Cl)c2ccccc12)N1CCOCC1
    1 | -6 | -6 | -4 | 100 | 1.1 | 0 | 1 | 6 | 0
- COc1ccc2nc3oc(C(=O)NCc4cccs4)cc3cc2c1
    1 | 0 | -2 | -5 | 99 | 1 | -1 | 1.3 | 2 | -1
- COc1ccc(S(=O)(=O)N2CCN(CC(=O)Nc3ccc(C)c(F)c3)CC2)cc1
    0.8 | -2 | 13 | 2 | 107 | 1 | -3 | 1 | -13 | 17
- O=C(O)CN1C(=O)/C(=C/c2ccc(SCc3ccccc3)o2)SC1=S
    0.5 | 24 | -16 | -7 | 95 | 0.8 | 7 | 0.92 | 16 | 46
- O=C(COc1ccc(Cl)cc1)N(Cc1ccccc1)c1nc(-c2ccccc2)cs1
    1 | -7 | -14 | -17 | 103 | 1.1 | 2 | 1.1 | 14 | 2
- CCn1c(SC(C)C(=O)O)nc2sc3c(c2c1=O)CCC3 (centres undefined)
    0.8 | -1 | -1 | -1 | 100 | 1 | -13 | 0.98 | 1 | 18
- CCSc1nnc(NC(=O)c2ccc(S(=O)(=O)N(C)C)cc2)s1
    1 | -4 | -25 | 0 | 108 | 1 | -1 | 1.5 | 25 | -4
- COc1nccnc1NS(=O)(=O)c1ccc(N/C=C2\CCCCC2=O)cc1
    0.9 | -4 | -34 | 4 | 104 | 1 | 8 | 1.1 | 34 | 12
- CCc1cc[n+](-c2nc3ccccc3nc2C(=C=[N-])C#N)cc1
    0.8 | -6 | -7 | 1 | 100 | 1.1 | 5 | 5* | 7 | 15
- O=S(Cc1ccc(Cl)cc1)CC(O)(c1ccccc1)c1ccccc1 (centres undefined)
    0.9 | -10 | 4 | 11 | 98 | 1.1 | 12 | 1.1 | -4 | 5
- O=C(Nc1cnc2sc3c(n2c1=O)CCCC3)c1ccc(F)cc1
    0.9 | -2 | -1 | 9 | 114 | 1 | 1 | 1.2 | 1 | 10
- Cc1csc(SC(C)C(=O)Nc2ccc(Cl)cn2)n1 (centres undefined)
    0.9 | -5 | -3 | -5 | 95 | 1 | -1 | 1.2 | 3 | 14
- Cc1nn(C)c(Oc2cccc(Cl)c2)c1C(=O)Nc1ccc(F)cc1
    1 | -2 | 2 | 9 | 105 | 1 | 4 | 1.2 | -2 | -3
- O=C(O)Cn1ncn(-c2ccc(OC(F)(F)F)cc2)c1=O
    1 | -6 | -4 | -1 | 101 | 1.1 | -2 | 1 | 3 | 0
- O=[N+]([O-])c1cc(/C=N/O)ccc1Sc1ccccc1
    0.8 | 0 | -3 | -4 | 91 | 1 | 18 | 0.93 | 3 | 22
- N#C/C(=C/c1ccc(N2CCOCC2)o1)c1ccc(Cl)cc1
    1 | 14 | -10 | 9 | 126 | 0.9 | -7 | 1.1 | 10 | 5
- COc1cc2c(cc1OC)CN(c1nc(-c3cccnc3)nc3ccccc13)CC2
    1 | 0 | -7 | 5 | 84 | 1 | -6 | 0.43 | 7 | -3
- CC1=C(C(=O)OC(C)C)C(c2ccc(Br)s2)NC(=O)N1C (centres undefined)
    0.9 | -7 | -4 | -10 | 97 | 1.1 | 5 | 0.99 | 4 | 13
- Cc1ccccc1Cn1nc(C)c(NC(=O)c2sc3ccccc3c2Cl)c1C
    0.8 | -8 | -1 | 0 | 99 | 1.1 | -4 | 0.96 | 1 | 17
- Cc1cc(C(F)(F)F)n2ncc(C(=O)O)c2n1
    1 | -1 | 2 | . | . | 1 | 2 | 0.92 | -1 | -1
- O=C(NCCSCc1ccccc1)c1ccc(C2SCC(=O)N2Cc2ccccc2)cc1 (centres undefined)
    0.9 | -6 | 10 | -4 | 103 | 1.1 | 1 | 0.75 | -10 | 11
- C=CCOc1cccc(C2/C(=C(\O)c3ccc(F)cc3)C(=O)C(=O)N2CCN(C)C)c1 (centres undefined)
    0.8 | -2 | -6 | -5 | 101 | 1 | -2 | 1.2 | 6 | 17
- Cc1cccc(C2(c3cccc(C)c3)CC2C(=O)NCC2CCCO2)c1 (centres undefined)
    0.9 | -8 | -1 | -10 | 97 | 1.1 | 2 | 1.1 | 1 | 14
- CCCN1C2=C(C(=O)CCC2)C(c2ccc(O)c(Br)c2)C2=C1CCCC2=O
    0.9 | -3 | -3 | -12 | 93 | 1 | 5 | 0.63 | 3 | 14

9 structures from above, arranged by molar mass, ascending:
Value order – Diaph act CS | FLuc inh counter | APP 5UTR inh | TLR4-MyD88 BLA | STAT1 activator | FLuc stim CS | G6PDH CS | NF-kB expr up | APP 5'UTR act | Diaph inh CS
- N#C/C(=C/c1ccc(N2CCOCC2)o1)c1ccc(Cl)cc1
    1 | 14 | -10 | 9 | 126 | 0.9 | -7 | 1.1 | 10 | 5
- S=C(Nc1ccc2c(c1)OCCO2)Nc1ccc2c(c1)OCO2
    0.8 | 19 | -28 | 2 | 127 | 0.8 | 6 | 2 | 28 | 20
- COc1ccc2nc3oc(C(=O)NCc4cccs4)cc3cc2c1
    1 | 0 | -2 | -5 | 99 | 1 | -1 | 1.3 | 2 | -1
- O=C(Nc1cnc2sc3c(n2c1=O)CCCC3)c1ccc(F)cc1
    0.9 | -2 | -1 | 9 | 114 | 1 | 1 | 1.2 | 1 | 10
- CC1=C(C(=O)OC(C)C)C(c2ccc(Br)s2)NC(=O)N1C (centres undefined)
    0.9 | -7 | -4 | -10 | 97 | 1.1 | 5 | 0.99 | 4 | 13
- COc1nccnc1NS(=O)(=O)c1ccc(N/C=C2\CCCCC2=O)cc1
    0.9 | -4 | -34 | 4 | 104 | 1 | 8 | 1.1 | 34 | 12
- C=CCOc1cccc(C2/C(=C(\O)c3ccc(F)cc3)C(=O)C(=O)N2CCN(C)C)c1 (centres undefined)
    0.8 | -2 | -6 | -5 | 101 | 1 | -2 | 1.2 | 6 | 17
- O=C(CS(=O)(=O)c1cn(Cc2ccccc2Cl)c2ccccc12)N1CCOCC1
    1 | -6 | -6 | -4 | 100 | 1.1 | 0 | 1 | 6 | 0
- COc1ccc(S(=O)(=O)Cc2ccc(C(=O)NCCc3cc(OC)ccc3OC)o2)cc1
    1.1 | 0 | -26 | 0 | 91 | 1 | 0 | 0.82 | 26 | -6

Next part:
Value order – Diaph act CS | FLuc inh counter | APP 5UTR inh | TLR4-MyD88 BLA | STAT1 activator | FLuc stim CS | G6PDH CS | NF-kB expr up | APP 5'UTR act | Diaph inh CS
- O=[N+]([O-])c1cccc(CNc2ccc3c(c2)CCC3)c1
    0.8 | -8 | 19 | -12 | 105 | 1.1 | 0 | 1.2 | -19 | 22
- Cc1ccc(C(=O)N/C(=C/c2cccc([N+](=O)[O-])c2)C(=O)NC(C)C)cc1
    0.9 | -9 | 3 | -4 | 107 | 1.1 | 0 | 1.1 | -3 | 12
- O=C(c1ccc(-c2ccc([N+](=O)[O-])cc2Cl)o1)N1CCOCC1
    0.9 | 14 | -25 | 13 | 133* | 0.9 | 8 | 1.9 | 25 | 10
- O=C1C2C3CCC(C3)C2C(=O)N1CNc1ccccc1 (centres undefined)
    0.9 | -4 | 3 | 3 | 101 | 1 | 5 | 1.2 | -3 | 8
- Cc1cc2nc(-c3ccc(NC(=O)c4cccnc4)cc3)oc2cc1C
    0.9 | 5 | -120 | 15 | 137* | 1 | 0 | 1.6 | 120 | 12
- Nc1nc(Cl)cc(-c2ccccc2)n1
    0.7 | 0 | -8 | 5 | 97 | 1 | 1 | 1.2 | 8 | 31
- O=C(CN1CCOCC1)N1CCCc2c1c(=O)oc1ccc(OCc3ccccc3)cc21
    0.8 | -1 | -2 | -9 | 100 | 1 | -30 | 0.7 | 2 | 25
- O=C(NC(O)C(=O)c1ccccc1)c1cccs1 (centres undefined)
    1 | 2 | 3 | -12 | 107 | 1 | 0 | 0.98 | -3 | 4
- Cc1ccc(/C=N/NC(=O)c2ccccc2OCc2cccc(Br)c2)o1
    0.9 | -3 | -22 | 4 | 88 | 1 | 3 | 1.2 | 22 | 11
- O=C(O)c1ccc(NS(=O)(=O)c2ccc3c(c2)C2C=CCC2C(c2ccccc2F)N3)cc1 (centres undefined)
    0.5 | -2 | -4 | -6 | 100 | 1 | 14 | 1.2 | 4 | 49
- CCC(=O)c1ccc(O)c(OC)c1
    1 | -14 | -8 | -3 | 99 | 1.1 | 12 | 0.99 | 8 | 0
- CCN(CC(=O)Nc1cccc(OC)c1)C(=O)c1ccc(C)s1
    1.1 | 0 | 9 | 2 | 104 | 1 | -2 | 1.2 | -9 | -6
- CSc1nnc2c(n1)OC1(Nc3ccccc3-2)C(=O)Nc2ccccc21 (centres undefined)
    0.9 | 3 | 13 | 2 | 111 | 1 | 2 | 1.1 | -13 | 10
- O=C(CSc1nc2ccccc2c(=O)n1CCCO)N1CCc2ccccc21
    1 | 0 | 5 | -4 | 101 | 1 | -15 | 1 | -5 | 2
- COc1cccc(S(=O)(=O)c2nc(C)c3c(n2)CCC3)c1
    1 | 0 | -2 | -1 | 88 | 1 | 8 | 1.2 | 2 | -1
- O=C(CCN1C(=O)/C(=C/C=C/c2ccccc2)SC1=S)Nc1nccs1
    0.9 | -3 | -13 | -7 | 108 | 1 | -6 | 1.4 | 13 | 13
- CC12CCC(C(=O)N(c3ccccn3)c3ccccn3)(OC1=O)C2(C)C (centres undefined)
    1 | -1 | -1 | 12 | 106 | 1 | 11 | 0.94 | 1 | 2
- O=C(O)c1ccc2c(c1)[C@@H]1C=CC[C@@H]1[C@H](c1ccccn1)N2
    . | . | -17 | -3 | 107 | . | . | . | 17 | .

High-throughput results (PubChem)
